proKLK7 act – activates the human kallikrein-7 zymogen; P49862; purified proKLK7, EDANS-DABCYL substrate fluorescence; 100% is mature enzyme control, 0% vehicle; activation, % at 7 µM; hit rate 0.9% among 370,000; AID 652039;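 active = activation above the mean of all tested compounds plus 3 SD, computed per campaign excluding outliers beyond control limits, cut at about 13% in these data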
Target sequence (P49862 whole entry, looked up): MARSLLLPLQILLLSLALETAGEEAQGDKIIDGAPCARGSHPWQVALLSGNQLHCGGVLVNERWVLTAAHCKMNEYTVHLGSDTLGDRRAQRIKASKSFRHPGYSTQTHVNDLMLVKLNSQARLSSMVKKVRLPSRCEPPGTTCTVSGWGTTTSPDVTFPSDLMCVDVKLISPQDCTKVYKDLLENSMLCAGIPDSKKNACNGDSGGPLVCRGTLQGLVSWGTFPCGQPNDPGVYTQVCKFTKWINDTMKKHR
Tn6 DDE FP – disrupts Tn6 cyclic peptide binding to fibrin D-Dimer-E complex; Fibrin DD(E) TRITC-Tn6 fluorescence polarization displacement; inhibition, % at 8.3 µM; hit rate 0.21% among 370,000; AID 720509;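 active = inhibition above a per-campaign cutoff: mean of compounds within control limits plus 3 SD, cut at about 15% in these data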;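 also: 0% = median of all compound wells on the plate and 100% = blocking peptide control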
Target sequence (P02675 whole entry, looked up): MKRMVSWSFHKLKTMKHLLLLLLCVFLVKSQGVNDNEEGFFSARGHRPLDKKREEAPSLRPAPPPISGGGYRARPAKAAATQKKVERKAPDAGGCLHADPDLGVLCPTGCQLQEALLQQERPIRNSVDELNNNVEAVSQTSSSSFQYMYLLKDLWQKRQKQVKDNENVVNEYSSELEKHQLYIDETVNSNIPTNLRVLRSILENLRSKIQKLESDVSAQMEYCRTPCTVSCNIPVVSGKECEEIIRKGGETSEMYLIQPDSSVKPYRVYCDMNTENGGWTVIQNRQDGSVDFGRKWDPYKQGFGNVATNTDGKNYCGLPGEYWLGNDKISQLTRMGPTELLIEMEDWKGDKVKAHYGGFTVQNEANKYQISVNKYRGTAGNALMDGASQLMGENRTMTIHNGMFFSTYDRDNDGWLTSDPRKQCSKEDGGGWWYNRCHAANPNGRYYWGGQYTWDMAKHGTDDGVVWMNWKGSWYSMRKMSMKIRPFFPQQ
UHRF1 MBD2 ctr – UHRF1 methyl-DNA binding inhibition. inhibition, % at 4.4 µM. hit rate 0.75% among 370,000. UHRF1 binding to methylated oligo, TR-FRET. Q96T88; in the data active = inhibition above about 21%;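 also: UHRF1 SRA domain binding a hemimethylated CpG hairpin DNA probe; 0% = median of test compound wells and 100% = reference inhibitor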
MBD2 DNA inh – MBD2-methylated oligo binding inhibition | Q9UBB5 | TR-FRET, MBD2 binding to methylated oligonucleotide | inhibition, % at 4.4 µM | hit rate 0.31% among 370,000 | AID 686964; in the data active = inhibition above about 13%
PLCg1 inh – inhibitors of human phospholipase C gamma1; inhibition, % at 12.2 µM; P19174; AID 720700; hit rate 0.84% among 370,000; purified PLC-gamma1, fluorogenic substrate, fluorescence; in the data active = inhibition above about 9.5%
ADAM17 inh – ADAM17 inhibition, QFRET primary screen; P78536; hit rate 0.83% among 370,000; inhibition, % at 6.95 µM; recombinant ADAM17, EDANS/DABCYL FRET peptide cleavage;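 active = inhibition above the mean of compounds lying between control limits plus 3 SD, set per campaign, cut at about 8.5% in these data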;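 also: 0% = DMSO-only wells as the low control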
DDE Tn7 FP inh – DD(E)-Tn7 binding inhibition, primary FP screen | P02675 | FP displacement of FITC-Tn7 peptide from fibrin DD(E); 0% = median of compound wells per plate | inhibition, % at 8.3 µM | hit rate 0.13% among 370,000 | AID 720508;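 active = inhibition above the mean of compounds falling within the control limits plus 3 SD of them, cut at about 14% in these data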;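 also: 0% = plate median of compound wells and 100% = 10 µM Aha-Tn7 peptide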
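Test system: human clot-derived fibrin DD(E) complex / Quantity: 2 µM final DD(E) protein / Incubation: 10 min plus 3 h, room temperature / Measured by: fluorescence polarization / Benchmarks: high control of 10 µM Aha-Tn7 peptide / Replicates: singlicate testing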
ARFGAP1 inhibitor – inhibitors of rat ARFGAP1. Q62848. Arfgap1-stimulated ARF1 GTP hydrolysis, GDP FP detection. inhibition, % at 16.5 µM. hit rate 0.26% among 360,000;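 active = inhibition above a per-plate limit, mean inhibition of low control wells plus 3 SD, cut at about 25% in these data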;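 also: 0% = DMSO wells with enzyme and 100% = wells lacking Arfgap1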
Target sequence (Q62848 1-136 limits assumed): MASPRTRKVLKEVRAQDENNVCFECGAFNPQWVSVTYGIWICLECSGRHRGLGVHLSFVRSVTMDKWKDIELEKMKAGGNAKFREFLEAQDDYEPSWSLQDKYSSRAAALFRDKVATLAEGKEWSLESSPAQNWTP
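system = rat Arfgap1 catalytic domain, aa 1-136 | technique = FP, GDP Alexa 633 tracer displaced from anti-GDP antibody, 620/688 nm | compound = one concentration, 16.5 µM, DMSO 1.26% | medium = HEPES-based buffer, pH 7.5 | timing = compound-enzyme preincubation 20 min, reaction 120 min, detection 60 min, 25 °C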
ASAP1 inh – blocks human ASAP1-stimulated Arf1 GTP hydrolysis | GDP FP detection | inhibition, % at 16.5 µM | hit rate 0.19% among 360,000 | AID 624377; in the data active = inhibition above about 25%;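 also: 0% = vehicle with enzyme and substrate and 100% = no enzyme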
PLC-beta3 inh – blocks human PLC-beta3 enzyme activity; Q01970; Purified PLC-beta3, fluorogenic substrate, fluorescence; inhibition, % at 12.2 µM; hit rate 0.18% among 370,000; in the data active = inhibition above about 11%;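 also: 0% = median of compound wells on plate and 100% = full blocker control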
An asterisk follows results filed as active; i = inactive.

The opening three records, to show the layout:
Value order: proKLK7 act	Tn6 DDE FP	UHRF1 MBD2 ctr	MBD2 DNA inh	PLCg1 inh	ADAM17 inh	DDE Tn7 FP inh	ARFGAP1 inhibitor	ASAP1 inh	PLC-beta3 inh
1. Cc1ccc(-c2nc(N)nc(N)n2)c(C)c1
  -0.1	-2	5	-3	5	7	-3	12	5	-7
2. O=C(CSc1ccc2c(c1)OCCO2)Nc1ccc(N2CCOCC2)cc1
  -0.3	6	-3	2	-1	-1	-3	-8	-6	-7
3. COCCn1cnc2c1c(=O)n(Cc1c(F)cccc1Cl)c(=O)n2Cc1ccccc1
  0.6	4	-4	-5	5	0	0	4	-3	-1

Main list, from the start:
Value order: proKLK7 act	Tn6 DDE FP	UHRF1 MBD2 ctr	MBD2 DNA inh	PLCg1 inh	ADAM17 inh	DDE Tn7 FP inh	ARFGAP1 inhibitor	ASAP1 inh	PLC-beta3 inh
1. Cc1ccc(-c2nc(N)nc(N)n2)c(C)c1
  -0.1	-2	5	-3	5	7	-3	12	5	-7
2. O=C(CSc1ccc2c(c1)OCCO2)Nc1ccc(N2CCOCC2)cc1
  -0.3	6	-3	2	-1	-1	-3	-8	-6	-7
3. COCCn1cnc2c1c(=O)n(Cc1c(F)cccc1Cl)c(=O)n2Cc1ccccc1
  0.6	4	-4	-5	5	0	0	4	-3	-1
4. CCOC(=O)N/N=C\c1ccc(C)s1
  0.8	2	-1	-7	0	4	-5	-1	-6	5
5. CC1=CS(=O)(=O)CC1Sc1nc(C)n[nH]1 (configuration not stated)
  -0.7	-9	4	6	3	-1	3	-17	5	0
6. COCCN(CCOC)c1nc(-c2ccccc2)nc2ccccc12
  0.7	-2	-2	-2	-17	1	-3	3	0	-25
7. C/C(=N\Nc1ccccn1)c1ccc(C(C)C)cc1
  0.1	6	2	2	1	-4	2	1	4	3
8. CN(C(=O)Cn1cnc2ccccc2c1=O)C1CCS(=O)(=O)C1 (configuration not stated)
  0.0	-10	-1	3	1	-4	0	-5	-17	-7
9. Cc1cccc(N(CC(=O)NCCSCc2ccco2)S(=O)(=O)c2ccccc2)c1
  0.9	2	-1	1	-1	0	0	4	-4	-3
10. CCC(C)(C)NC(=O)c1cccc(NC(=O)C(C)C)c1
  0.3	-4	4	1	1	-4	7	0	-4	-5
11. Cc1ccc(SCCNS(C)(=O)=O)cc1
  -0.2	-2	-1	-2	-1	-2	-2	-9	11	1
12. O=C([C@@H]1CC=C[C@@H]2CCN(C3CCCCC3)C(=O)[C@@H]21)N1CCN(c2ccccc2)CC1
  0.3	-2	1	-3	1	-6	3	10	6	2
13. COc1ccc2cc3cc(C(=O)NCCCN4CCc5ccccc5C4)sc3nc2c1
  -13	-6	1	3	-91	-193	5	3	-16	-104
14. O=C(Nc1ccc(Cl)c([N+](=O)[O-])c1)C(NCCCO)c1ccccc1 (configuration not stated)
  -0.6	13	2	-5	9	1	-6	-1	-9	2
15. CCOC(=O)c1[nH]c2ccc(OC)cc2c1NC(=S)N1CCN(c2ccccc2OC)CC1
  0.2	4	-1	5	-24	-6	11	8	-4	-20
16. Cc1csc(=Nc2ccccc2)n1Cc1ccco1
  -0.1	-2	2	0	4	2	-1	-1	11	0
17. O=C(c1ccccc1)C1(c2ccccc2)OC1c1ccccc1 (configuration not stated)
  -0.1	8	-2	5	2	-1	-1	3	9	-7
18. O=C(NCc1ccco1)[C@@H]1CCCN1C(=O)c1cccs1
  -0.2	-1	0	-2	-1	-3	1	2	3	-1
19. O=C(NC1CC1)[C@@H]1CSC2c3ccccc3C(=O)N21 (some centres not stated)
  -0.2	-4	-1	-2	0	-5	4	16	-1	-7
20. CCc1nc2ccccc2c(C(=O)OCC(=O)NC2CCCC2)c1C
  -1.2	-1	7	1	-3	-3	3	-4	-6	1
21. Cc1ccccc1C(=O)NC(=S)Nc1ccccc1C(F)(F)F
  -0.3	0	3	-5	5	0	3	0	-6	3
22. CCCc1[nH]nc2c1C1(CCOC1C)C(C#N)=C(N)O2 (configuration not stated)
  -0.2	-1	-4	0	-1	-5	4	14	-3	-2
23. CCc1nnc(NC(=O)CN2CC(C)OC(C)C2)s1 (configuration not stated)
  0.0	1	-1	4	0	-2	12	2	-6	-9
24. COc1cccc(C(c2nnnn2Cc2ccco2)N2CCN(Cc3ccccc3)CC2)c1OC (configuration not stated)
  0.8	-2	-1	0	2	0	-4	-9	-1	1
25. O=C(Nc1cc(Sc2ccccn2)cc([N+](=O)[O-])c1)c1cccc(Cl)c1
  -1.3	-12	-3	5	0	7	4	5	7	4
26. Cc1cc(F)ccc1C(O)c1ncc(-c2ccc(Cl)cc2)[nH]1 (configuration not stated)
  -0.5	2	0	1	0	-3	8	-2	7	2
27. CCC(C)NC(=O)C1CC(c2cccc(OC)c2)=NO1 (configuration not stated)
  0.2	7	-1	-2	1	-3	5	5	-5	-3
28. O=C(COc1ccccc1)N1CCN(C(=O)Cc2ccccc2)CC1
  0.1	6	3	-1	-4	-4	8	0	9	3
29. COc1ccc(/C=C/C(=O)OCC(=O)Nc2nnc(-c3ccccc3)o2)c(OC)c1
  1.7	-2	3	5	-2	-6	4	-5	-3	1
30. O=C(Nc1ccccc1C(=O)O)c1cc(S(=O)(=O)N2CCOCC2)cs1
  0.6	2	-2	3	-8	0	-1	-2	-10	-6
31. CCCCN(CCCC)c1ccc(C(=O)c2ccccc2C(=O)O)c(O)c1
  0.3	8	-3	-4	-25	1	1	-17	-20	-21
32. CCOC(=O)Cc1nnc(Nc2cccc(O)c2)c2ccccc12
  -0.6	2	1	0	-6	2	-2	-2	-1	-8
33. Cc1ccccc1S(=O)(=O)N(C)C[C@@H]1OCc2cn(nn2)CCCC(=O)N([C@@H](C)CO)C[C@H]1C
  -0.3	-3	1	-6	0	-2	3	-12	-20	2
34. Cc1cc(CN2CCCC(CNC(=O)c3ccc(F)cc3)C2)cc(C)c1O (configuration not stated)
  -0.5	-2	-1	-5	1	3	7	-1	-9	3
35. N#CC(C(=O)NC1CC1)c1nc2ccccc2nc1N1CCCC1 (configuration not stated)
  10	-4	-2	-2	i	-341	0	3	0	i
36. COc1cc2c(cc1OC)-c1cc(N3CCc4ccccc43)nc(=O)n1CC2
  4.3	-10	1	-4	-40	-45	2	20	9	-62
37. CCOc1cc(N2CCOCC2)c(OCC)cc1NC(=O)Cc1ccccc1OC
  0.4	-1	-1	-5	0	-1	6	5	9	-3
38. O=S(=O)(Nc1ccc(Cc2ccncc2)cc1)c1ccc(Br)s1
  0.0	2	0	-1	2	2	1	8	12	0
39. CC(C)CC(O)C1CCN(C(=O)CCc2nnc(-c3ccc4c(c3)OCO4)o2)CC1 (configuration not stated)
  0.5	3	1	-5	2	0	-6	5	1	-7
40. CCCCCCCCN1[C@@H](CC(=O)O)c2cc(C(F)(F)F)ccc2S1(=O)=O
  -0.6	-2	0	2	-4	-2	4	0	-7	-6
41. COc1ccc(C(=O)O/N=C(\N)c2ccccn2)cc1[N+](=O)[O-]
  0.7	4	1	1	-1	-5	5	-9	19	-4
42. COc1ccc(NC(C)=O)cc1NC(=O)c1ccc(C#N)cc1
  0.3	-4	3	4	-1	-3	7	11	-4	5
43. Cc1ccc(S(=O)(=O)N2[C@@H](c3ccccc3F)C(C(=O)O)=CC[C@H]2c2cccc(Cl)c2)cc1
  -0.4	1	-2	1	-1	-1	12	-3	-9	4
44. COc1ccc(CCNC(=O)CN2C(=O)C3(OCCCO3)c3ccccc32)cc1OC
  -0.7	6	-2	1	1	-1	-4	7	-1	6
45. CN(C(=O)Nc1ccc(S(=O)(=O)N(C)C)cc1)C1CCCCC1
  -0.1	13	-2	-1	2	0	-1	2	5	1
46. CC(C)=NNc1nc(-c2ccccc2)c(C)s1
  -1.1	-3	-2	0	-13	-3	1	-2	7	-16
47. CC[C@H](C)[C@H](NC(N)=O)C(=O)Nc1ccc(OC)c(Cl)c1
  -0.6	-1	-1	-2	4	3	5	10	-2	-4
48. Cc1ccc(C(=O)ONC(=O)c2ccc(Cl)cc2)cc1[N+](=O)[O-]
  0.2	-1	1	0	2	3	-4	-3	-14	-3
49. COc1cccc(-c2nc3ccc(O)cc3c(=O)o2)c1
  -0.6	-3	3	5	-1	-1	0	6	3	-1
50. O=P1(O)CC2=C(CC=CC2)C1
  -0.2	-6	1	-3	3	-1	1	-1	-3	4
51. COCCN(C(=O)c1ccc(C)c(S(=O)(=O)N2CCOCC2)c1)c1c(N)n(CC(C)C)c(=O)[nH]c1=O
  0.3	-8	-3	2	0	-7	2	-10	3	-1
52. COc1cc2c(cc1OC)CN(C(=O)/C=C/c1cccc([N+](=O)[O-])c1)CC2
  0.5	5	0	2	0	1	0	11	11	-5
53. COc1cc(OC)nc(NC(=O)NS(=O)(=O)c2ccc(F)cc2)n1
  -0.6	-5	-2	-1	-4	-2	-3	-2	3	-2
54. CC(=O)Nc1ccc(C(=O)N2CCN(S(=O)(=O)c3ccc4c(c3)OCCCO4)CC2)cc1
  0.3	-2	-1	0	2	-1	-8	-2	-9	-8
55. C[C@H]1C(=O)N(C)CCN1C(=O)c1ccc(OC2CCN(CCc3ccccc3)CC2)cc1
  0.7	-4	0	-1	3	-2	-2	0	-2	1
56. CC(=O)Nc1ccc(S(=O)(=O)NNC(=O)c2ccc3c(c2)OCO3)cc1
  0.0	-3	1	-3	1	1	-7	0	-5	-8
57. COC(=O)c1cccc(NC(=S)Nc2ccc(Cl)c(Cl)c2)c1
  0.1	-2	0	0	-3	-1	4	-5	3	-9
58. O=C(COc1ccc(Cl)cc1Cl)NCCCn1ccnc1
  1.2	-11	-3	1	-4	-2	-2	-14	-12	-1
59. CCc1cccc(C)c1N(C(=O)Cn1c(CO)nc2ccccc21)C(C)COC (configuration not stated)
  0.4	-5	0	1	0	-3	2	-3	2	0
60. Cc1cc(C)c(C#N)c(Sc2nc(C)c([N+](=O)[O-])c(C)c2C#N)n1
  -0.4	-3	-3	-9	7	4	0	-9	-15	-2

(next part)
Value order: proKLK7 act	Tn6 DDE FP	UHRF1 MBD2 ctr	MBD2 DNA inh	PLCg1 inh	ADAM17 inh	DDE Tn7 FP inh	ARFGAP1 inhibitor	ASAP1 inh	PLC-beta3 inh
61. COc1ccc(CN2CCN(Cc3c[nH]c4ccccc34)CC2CCO)c(F)c1 (configuration not stated)
  -0.3	-1	2	2	1	-3	5	19	-10	-1
62. O=C(Oc1ccc2ccc(OC(=O)N3CCCCCC3)cc2c1)N1CCCCCC1
  0.3	11	-1	-3	2	0	1	0	-5	2
63. COc1ccccc1NC(=O)c1ccc(Cl)c(S(=O)(=O)NCc2ccco2)c1
  -0.2	-3	6	2	3	-1	-5	12	5	-11
64. Cc1ccccc1Cn1c(-c2cncs2)nc2ccccc21
  0.0	-7	-1	-6	2	7	3	-4	1	-3
65. Cc1ccc(N2C(=O)CC(Cc3cc(C)cc(C)c3)C2=O)cc1 (configuration not stated)
  -0.5	0	24*	11	0	-5	-5	9	-9	-6
66. N#CCSc1nnc(-c2cccnc2)n1-c1ccccc1
  0.1	-3	0	-4	2	0	-6	0	0	1
67. O=C(N/N=C/c1cc2c(cc1[N+](=O)[O-])OCO2)c1ccc2c(c1)OCO2
  -0.1	-12	2	6	-1	-9	0	6	-2	-18

High-throughput results: PubChem, The Scripps Research Institute Molecular Screening Center
